EphB4 antag: antagonists of human EphB4-ephrin-B2 interaction; P54760; EphB4 LBD / TNYL-RAW-Alexa532 peptide, fluorescence polarization; inhibition, % at 7 µM; 97,000 compounds, 0.15% hits; AID 720;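 active = inhibition above the screen-wide mean inhibition plus 3 SD, cut at about 15% in these data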;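 note: 0% = DMSO wells and 100% = excess unlabeled TNYL-RAW peptide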
cytoskel mod: alters cytoskeleton assembly in HUVEC cells; HUVEC TNFa F-actin phalloidin imaging, high content; inhibition, % at 2 µM; 91,000 compounds, 0.18% hits; AID 836;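 active = inhibition above the batch mean plus 3 SD and confirmed as a hit by visual image inspection, cut at about 30% in these data, passing the limit was not always enough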; note: strong numbers were not always called active
PLK1 inh: blocks human PLK1 kinase activity. inhibition, % at 10 µM. 97,000 compounds, 0.53% hits. recombinant PLK1 kinase, TR-FRET peptide phosphorylation. P53350;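 active = inhibition of 50% or more in the single-concentration screen; inactive = inhibition below 50%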;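 note: 0% = DMSO max control and 100% = H-89 dihydrochloride min control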
Plk1 PBD FP: inhibitors of human Plk1 polo box domain binding; 97,000 compounds, 0.13% hits; Plk1 PBD phosphopeptide binding, fluorescence polarization; inhibition, %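 (tested at about 20 µM)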; in the data active = inhibition above about 34%, passing the limit was not always enough
PTPN22 act: increases human PTPN22 phosphatase activity. Q9Y2R2. 96,000 compounds, 0.11% hits. activation, % at 2 µM. recombinant LYP, DiFMUP fluorescence; 0 = plate median, 100 = signal doubled;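 active = activation at 2 µM above a set limit, the mean plus 5 SD, cut at about 37% in these data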
FAK blocker: blocks human focal adhesion kinase activity; biochemical FAK kinase activity assay; inhibition, %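 (tested at 7 µM)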; 97,000 compounds, 0.84% hits; in the data active = inhibition above about 19%;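 note: 0% = DMSO and 100% = reference compound high control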
Target sequence (Q05397 whole entry, looked up): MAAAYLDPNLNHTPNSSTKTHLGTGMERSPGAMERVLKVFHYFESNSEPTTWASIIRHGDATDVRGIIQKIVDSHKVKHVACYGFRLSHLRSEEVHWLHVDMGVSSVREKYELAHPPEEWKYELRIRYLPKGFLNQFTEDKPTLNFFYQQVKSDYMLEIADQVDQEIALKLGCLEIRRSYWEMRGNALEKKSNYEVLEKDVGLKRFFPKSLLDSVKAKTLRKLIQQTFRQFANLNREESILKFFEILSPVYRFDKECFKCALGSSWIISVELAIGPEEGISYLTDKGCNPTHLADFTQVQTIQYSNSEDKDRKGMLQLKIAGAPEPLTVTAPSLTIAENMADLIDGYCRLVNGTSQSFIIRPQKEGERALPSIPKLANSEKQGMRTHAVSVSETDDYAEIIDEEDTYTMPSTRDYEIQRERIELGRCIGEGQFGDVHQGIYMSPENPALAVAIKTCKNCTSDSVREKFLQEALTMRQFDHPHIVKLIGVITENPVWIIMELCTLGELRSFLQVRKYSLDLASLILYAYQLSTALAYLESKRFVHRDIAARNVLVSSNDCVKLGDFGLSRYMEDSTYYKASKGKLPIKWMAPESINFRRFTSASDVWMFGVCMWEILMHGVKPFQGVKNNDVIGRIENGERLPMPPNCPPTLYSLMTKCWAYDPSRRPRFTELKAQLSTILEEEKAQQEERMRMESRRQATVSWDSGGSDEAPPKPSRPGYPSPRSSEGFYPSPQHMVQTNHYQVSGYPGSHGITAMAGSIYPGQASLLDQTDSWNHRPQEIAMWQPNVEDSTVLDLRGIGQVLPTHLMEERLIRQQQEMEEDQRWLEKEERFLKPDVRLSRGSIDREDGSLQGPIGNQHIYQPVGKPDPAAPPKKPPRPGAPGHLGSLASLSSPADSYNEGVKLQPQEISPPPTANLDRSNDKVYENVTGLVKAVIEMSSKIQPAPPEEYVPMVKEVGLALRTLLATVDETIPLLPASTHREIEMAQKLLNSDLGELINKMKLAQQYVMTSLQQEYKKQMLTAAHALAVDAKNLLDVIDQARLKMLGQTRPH
LYP inh 2: blocks human PTPN22 phosphatase activity; inhibition, % at 2 µM; Q9Y2R2; recombinant LYP catalytic domain, DiFMUP fluorescence; AID 640; 96,000 compounds, 0.21% hits;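 active = inhibition at 2 µM at or above a set limit, the screen mean plus 3 SD, cut at about 24% in these data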;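 note: 0% = DMSO with enzyme and 100% = enzyme fully blocked by orthovanadate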
Rev-RRE block: HIV Rev-RRE protein-RNA interaction inhibition | P05866 | Rev peptide-RRE RNA binding, FRET | inhibition, % at 8 µM | 97,000 compounds, 0.79% hits | AID 704;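 active = inhibition above the screen-wide mean plus 3 SD, cut at about 35% in these data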;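 note: 0% = median DMSO wells and 100% = median Neomycin B control wells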
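Test system – labelled RRE RNA duplex and labelled Rev peptide · Reagent – labelled Rev peptide · Doses – one concentration, 8 µM nominal · Incubation – 5 + 15 min at 25 °C · Signal – FRET fluorescence readout · Read-out basis – % inhibition of FRET ratio versus controls · Control set – DMSO wells as 0% and neomycin B wells as 100% inhibition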
Pyk2 oligo antag: blocks oligomerization of human Pyk2 in cells | Q14289 | Q293 cells, Pyk2 FERM NanoBiT luminescence; active compounds read low | z-score (the deposit names both 25 µM and 10 µM) | 99,000 compounds, 0.83% hits;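 active = Z-score of -3 or lower, scaled per plate to the spread of control and sample wells; inactive = z-score above -3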;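 note: negative z-score means lost luminescence so less FERM oligomerization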
The depositor's hits bear a star; i = inactive; x = not tested or not shown. Not a hit list; overall some 3.5% were active at least once.

SMILES	EphB4 antag	cytoskel mod	PLK1 inh	Plk1 PBD FP	PTPN22 act	FAK blocker	LYP inh 2	Rev-RRE block	Pyk2 oligo antag
CCOC(=O)C1CCCN(C(=O)CN(c2ccc(OC)cc2)S(=O)(=O)c2c(C)noc2C)C1 (stereo not given)	0	0	-2	-17	7	3	-9	6	x
CC(C)OC(=O)c1sc2nc(-c3ccccc3)ccc2c1N	-4	-11	-16	-13	10	-2	-6	2	-0.64
Cc1cc(C)cc(N(CC(=O)N2CCc3ccccc32)S(=O)(=O)c2c(C)noc2C)c1	4	-2	1	12	2	-2	-3	13	x
COc1ccc(S(=O)(=O)NNC(=O)c2csc(-n3nc(C)cc3C(F)(F)F)n2)cc1	-3	-7	-3	-8	8	2	-11	11	1.2
CCn1c(Cc2cccs2)nnc1SCC(=O)c1ccc(C)cc1	-7	2	-3	-24	6	2	-6	1	0.97
COC(=O)CSC1=C(C#N)C(c2ccc(C(C)C)cc2)CC(=O)N1 (stereo not given)	4	-3	-1	-31	1	-1	-3	10	x
COC(=O)c1c(C)noc1-c1cc(C)on1	-8	-7	-8	7	2	-1	-1	6	0.95
O=C(c1ccc(S(=O)(=O)N2CCCCC2)cc1)N1CCN(c2ccccc2)CC1	0	-9	-27	8	-8	-4	6	9	1
CCOc1ccc2nc(NC(=O)c3cnc(C)cn3)sc2c1	0	2	-6	24	-4	2	3	0	-0.58
O=C(c1cccc(S(=O)(=O)N2CCOCC2)c1)N1CCCc2ccccc21	-5	-22	-5	-9	-10	-1	10	1	-0.26
Cc1ccccc1N1C(=O)CC(N(O)c2ccccc2)C1=O (stereo not given)	-1	-2	-24	-14	8	-1	-11	1	-0.62
CCCCNC(=O)c1onc(CSc2cccc(OC)c2)c1C(=O)O	-1	-11	-16	26	4	-3	-2	2	x
COc1c(C)cccc1C(=O)Nc1ccc(CN2CCCCC2)cc1	-3	-14	-6	-15	14	-1	-11	0	1
O=[N+]([O-])c1cccc(/C=N\N2CCN(Cc3ccccc3Cl)CC2)c1	2	5	-5	13	8	-2	-8	3	0.33
CCCCOc1ccc(C(=O)NCc2ccncc2)cc1	2	8	-8	2	3	2	-4	4	0.31
CCN(CC)c1nc2n(c(=O)n1)CCN2CC	1	-12	-8	4	-12	7	9	1	2.2
NNC(=O)CCS(=O)(=O)c1ccc2ccccc2c1	-3	-5	-9	10	-14	-1	15	0	1.6
Cc1cccc(C(=O)Nc2sc(C)c(-c3ccccc3)c2C#N)c1	-3	-7	-4	-10	-8	1	10	17	-0.79
C=CCOc1cccc(C2C(C(=O)c3ccco3)=C(O)C(=O)N2CCN(CC)CC)c1 (stereo not given)	-6	-9	52*	-1	4	0	-6	2	0.44
O=C(c1ccc(NS(=O)(=O)c2cccs2)cc1)N1CCCCC1	3	-1	-15	-3	2	25*	-6	8	0.46
Cc1nc(SCC(=O)NCCc2ccccc2)c2oc3ccccc3c2n1	-6	1	i	14	9	-7	-5	-8	1.2
CCC1CCCCN1CCCNC(=O)C1CCC(=O)N1Cc1ccc(C)cc1 (stereo not given)	-3	0	1	0	6	3	-8	8	1.5
C/C(=N\NC(=O)c1[nH]c2c([N+](=O)[O-])cc(C)cc2c1-c1ccccc1)c1cccnc1	10	14	-8	27	3	20*	-1	0	-2
COc1ccc(C(=O)CSc2nnc(-c3cc(C)cc(C)c3)o2)cc1	-10	-9	-8	0	-4	-2	4	-5	0.94
O=C(CSc1nnc(CNc2ccc(F)cc2)n1Cc1ccco1)N1CCOCC1	-7	2	-9	2	-8	-2	8	0	-1.2

The list continues.
SMILES	EphB4 antag	cytoskel mod	PLK1 inh	Plk1 PBD FP	PTPN22 act	FAK blocker	LYP inh 2	Rev-RRE block	Pyk2 oligo antag
CC(Oc1ccccc1)C(=O)Nc1ccccc1F (stereo not given)	2	12	5	-4	3	-1	-4	8	0.15
Cc1ccc2c(c1)cc(CN(Cc1ccco1)S(=O)(=O)c1ccccc1)c1nnnn12	0	-2	-14	-51	-5	-5	8	1	-1.5
c1ccc(CCN2CN=C(Nc3nc4ccccc4o3)NC2)cc1	-1	12	0	-14	8	0	-9	9	-0.83
c1coc(CNc2ncnc3c2oc2ccccc23)c1	1	-57	4	-4	2	15	-3	-1	-0.64
CC12CC(c3ccccc3O1)N(C(=O)c1ccco1)C(=S)N2c1ccc(F)cc1 (stereo not given)	-3	0	-5	8	-7	-4	4	7	-0.4
COCCN1C(=O)c2ccccc2C(C(=O)NCCN(C)C)C1c1ccc(F)cc1 (stereo not given)	-2	3	-4	2	-8	-7	8	0	0.81
COc1cc(CCC(=O)OCc2nnc(-c3ccccc3)o2)cc(OC)c1OC	1	20	-2	11	-6	-4	4	8	0.36
CN(CCNC(=O)c1cn(C)c2ccc(S(=O)(=O)N3CCCC3)cc2c1=O)CCc1ccccc1	-1	39	1	-12	2	3	-5	7	2.1
CC1(C)CC(=O)c2cc(C(=O)NC3CCSC3=O)c(=O)n(-c3ccccc3)c2C1 (stereo not given)	4	46	-4	10	9	-2	-10	3	0.02
CCN(C(=O)Cc1ccccc1OC)c1nnc(-c2ccncc2)s1	2	0	7	-9	4	-2	1	8	0.76
CCC(C)(C)n1nnnc1C(C(C)C)N(Cc1ccco1)Cc1cc2cc3c(cc2[nH]c1=O)OCO3 (stereo not given)	-7	6	-6	-16	-9	-3	13	32	0.15
O=C(OCc1ccc([N+](=O)[O-])cc1)C1CC(=O)N(c2ccccc2)C1 (stereo not given)	8	8	-16	-11	-6	-1	9	11	1.9
Cc1csc(NC(=O)CSc2nc(C)nc3c2c(=O)n(C)c(=O)n3C)n1	x	-12	1	-7	2	x	-3	x	x
COc1ccc2sc3ccccc3c(=O)c2c1OC	3	3	-7	-6	-3	3	5	15	-0.67
COc1ccc2[nH]cc(C=O)c2c1	-2	3	-14	-24	-1	2	4	6	0.07
Cc1csc(C2=C(O)CN(CCc3ccccc3)C2=N)n1	-7	9	2	16	-2	-3	3	2	-0.34
Cc1ccc(S(=O)(=O)NC(CC(C)C)C(=O)Nc2nccs2)cc1 (stereo not given)	0	9	-7	-41	-11	-1	13	2	-0.24
Cc1ccc(/C(N)=N/OC(=O)N2c3ccccc3Sc3ccccc32)cc1	-5	x	-8	17	7	-3	-1	-3	0.53
O=C(Cc1ccccc1)NNC(=O)c1cccs1	-5	-20	-4	0	1	-9	1	4	-0.61
Cc1ccc(S(=O)(=O)NCCCCCC(=O)Nc2nccs2)cc1	9	-44	10	-2	-1	1	4	9	1.4
COc1ccc(C)cc1NC(=O)CSc1nnc(-c2ccc(C)cc2)o1	-9	16	-2	-13	-16	-9	13	5	x
CCOc1ccc(C(=O)CN2CCN(S(=O)(=O)c3ccc(Cl)cc3)CC2)cc1	3	x	-8	-11	4	-6	-5	7	-0.05
Cc1n[nH]c(=O)nc1NCc1ccc(Cl)cc1	1	-6	-11	8	5	-2	-5	1	-0.28
O=C(c1csc2c1CCCC2)N1CCCCC1	-6	0	-10	1	9	-3	-8	0	0.22
O=c1oc2ccccc2c2c1ncn2-c1ccccc1	-5	-7	-4	11	-2	0	6	9	0.01

Continued:
SMILES	EphB4 antag	cytoskel mod	PLK1 inh	Plk1 PBD FP	PTPN22 act	FAK blocker	LYP inh 2	Rev-RRE block	Pyk2 oligo antag
COc1ccc(N2C(=NC(C)=O)SC3CS(=O)(=O)CC32)cc1OC (stereo not given)	0	-2	-12	-17	0	0	0	7	0.97
CCOc1ccc(N2C(=O)CC(N)C2=O)cc1 (stereo not given)	1	11	-12	13	6	1	-11	5	-0.49
COc1ccc(N2CC(C(=O)OCC(=O)c3ccccc3)CC2=O)cc1 (stereo not given)	-2	8	-11	3	-7	1	10	0	-0.96
Cc1ccc(Nc2nc(OC(C(F)(F)F)C(F)(F)F)nc(N3CCOCC3)n2)cc1	4	7	0	7	-4	-8	4	10	-0.5
O=S(=O)(c1ccc(F)c(Cl)c1)N1CCCC1	-7	-8	0	-12	27	-1	-27	5	0
CCOC(=O)C1=C(C)N=C2SCCC(=O)N2C1c1ccc(C(=O)OC)cc1 (stereo not given)	-1	-3	-3	-19	-7	-1	8	9	0.34
COc1cc(NC(=O)c2cc3nc(C)cc(C)n3n2)c(OC)cc1Cl	5	18	0	-32	-8	-1	5	7	-0.8
COCc1c(Br)c(C)[nH]c(=O)c1C#N	1	1	-14	0	5	-1	-13	-1	-0.49
CCOC(=O)C1C(c2cccc(Cl)c2Cl)NC(=O)NC1(O)C(F)(F)F (stereo not given)	0	9	-11	3	2	0	1	5	-0.56
CC(C)c1ccc(C2CC(=O)c3cnc(N4CCc5ccccc5C4)nc3C2)cc1 (stereo not given)	2	6	-16	-6	-3	-1	8	14	0.61
N#Cc1c[nH]n2c(=O)c3c(nc12)CCCC3	3	-25	-2	21	9	-1	-4	7	x
CCN(CC)C(=O)c1cccc(-c2ccc(OC)cc2)c1	-3	5	-16	-1	9	2	-7	6	-0.83
COc1ccc(OCC(=O)OCCN(C)C)cc1	3	10	-11	-3	0	1	2	11	1.3
COc1ccc(CCNC2CC(=O)N(CCc3ccccc3)C2=O)cc1 (stereo not given)	0	-13	-10	7	6	3	-4	6	1.3
O=C(NCc1n[nH]c(=S)n1-c1ccc(F)cc1)c1ccc(S(=O)(=O)N2CCCC2)cc1	3	7	1	-2	3	-3	-4	6	-0.67
CCOC(=O)c1c(CN2CCOCC2)oc2ccc(OC)cc12	-6	-9	-5	10	0	0	0	1	-0.37
CSc1nnc(-c2ccc(O)cc2)n1C	4	17	-15	19	3	-6	-2	8	0.55
COc1ccc(CN(C(=O)CN2C(=O)COc3ccccc32)C2CCCC2)c(OC)c1	5	-12	-8	-5	-25	-1	23	4	-2.6
CCOc1ccc(C(=O)NCC2OCCc3ccccc32)cc1 (stereo not given)	-5	8	-8	-5	-7	-1	7	5	0.42
COCCNC(=O)c1ccc(C(=O)NCCOC)s1	-3	2	-6	7	10	1	-11	3	2
CC(Sc1nnc(N)s1)C(=O)Nc1ccc(N2CCOCC2)cc1 (stereo not given)	5	2	-5	17	-4	1	7	8	0.02
O=C(CN(C(=O)c1ccc(Cl)cc1)N1C(=O)C2CCCCC2C1=O)c1ccc(Cl)cc1 (stereo not given)	-5	0	-13	-15	3	-4	0	2	-0.69
CCCNC(=O)CS(=O)Cc1nc(-c2ccccc2C)oc1C (stereo not given)	8	0	-13	-24	1	6	-2	7	x
COc1ccc(OC)c(NC(=O)CSc2ncnc3c2cnn3-c2ccccc2Cl)c1	6	4	-16	-21	-14	1	14	4	-2.3
Fc1ccc(NC(=S)N2N=CCC2c2ccccc2)cc1 (stereo not given)	4	-1	-2	7	-13	5	12	0	0.16
O=C1Cc2cccc3cccc1c23	5	-2	-6	-17	4	1	-3	9	0.2
CCOC(=O)C(C)Oc1ccc2c(CC)cc(=O)oc2c1C (stereo not given)	4	-17	1	-16	-5	3	6	5	-0.99
Clc1ccc(Cn2cc(Br)cn2)cc1Cl	-7	-9	-8	7	20	5	-18	5	-0.16

PLK1 inh, hit marks shown above.
SMILES	EphB4 antag	cytoskel mod	PLK1 inh	Plk1 PBD FP	PTPN22 act	FAK blocker	LYP inh 2	Rev-RRE block	Pyk2 oligo antag
C=CCOc1cccc(C2C(C(=O)c3ccco3)=C(O)C(=O)N2CCN(CC)CC)c1 (stereo not given)	-6	-9	52*	-1	4	0	-6	2	0.44

One compound at a time (already shown). Screens in order: EphB4 antag | cytoskel mod | PLK1 inh | Plk1 PBD FP | PTPN22 act | FAK blocker | LYP inh 2 | Rev-RRE block | Pyk2 oligo antag
`COc1ccc(CCNC2CC(=O)N(CCc3ccccc3)C2=O)cc1` (stereo not given) is listed as 0 | -13 | -10 | 7 | 6 | 3 | -4 | 6 | 1.3
`O=C1Cc2cccc3cccc1c23` is listed as 5 | -2 | -6 | -17 | 4 | 1 | -3 | 9 | 0.2

High-throughput results: PubChem, several laboratories
